NCI-60 one-dose screen, 48 h, at 10 µM unless noted. Numbers give growth in % (100 = growth as untreated, 0 = no growth, -100 = all killed).
SN12C = SN12C renal cancer cells; actives 3.8% (n = 81,000); AID 1794767
RXF 393 = RXF 393 renal cancer cells. actives 6.9% (n = 77,000)
CAKI-1 = CAKI-1 renal cancer; actives 4.7% (n = 75,000)
A498 = A498 renal cancer cells | actives 5.4% (n = 76,000) | AID 1794774
DU-145 = DU-145 prostate cancer; actives 4.2% (n = 81,000); AID 1794760
UO-31 = UO-31 renal cancer; actives 5.2% (n = 81,000); AID 1794768
786-0 = 786-0 renal cancer cells; actives 5.1% (n = 81,000); AID 1794775
ACHN = ACHN renal cancer. actives 4.9% (n = 81,000). AID 1794771
TK-10 = TK-10 renal cancer cells; actives 3.9% (n = 81,000)
An asterisk follows results filed as active; · = no result given; & = joins results of further samples; [ ] = dose if it differs, or a comment. The calls were made as follows: active = growth percent below 10; inactive = the rest.

SMILES	SN12C	RXF 393	CAKI-1	A498	DU-145	UO-31	786-0	ACHN	TK-10
Cc1ccc2c(c1)Oc1nc(N)c(C#N)c(N)c1C2Sc1ccc(F)cc1 (stereo not given)	-98*	·	-100*	-99*	-99*	-98*	-97*	-100*	-99*
Nc1cc2c(c(O)c1O)C(=O)c1ccccc1C2=O	90	64	·	98	99	38	84	68	95
O=C(O)c1ccc(/C=N\N2CCCCCC2)cc1	100	119	95	119	120	80	98	102	98
O=C(CC1(O)C(=O)N(Cc2ccc(F)cc2)c2ccccc21)c1cccs1 (stereo not given)	103	100	98	93	113	93	98	92	111
S=C=Nc1cccc(N=C=S)c1	91	110	101	87	102	85	107	97	96
Cc1cc(C)[nH]n1	208	111	103	70	114	72	98	120	126
Cc1cc(N(C)c2ccccc2)nc(N)n1	101	112	·	86	107	90	98	107	87
c1ccc2c(NCCCN3CCOCC3)c3oc4ccccc4c3nc2c1	3.3*	-76*	-27*	-87*	3.0*	-80*	6.4*	-9.0*	·
CN1C(=O)/C(=C/c2nc(-c3ccccc3F)n3ccccc23)c2ccccc21	93	55	96	78	27	82	109	71	84
Cc1ccc(NC(=O)c2sc3nc4c(cc3c2N)C(=O)CCC4)c(Br)c1	94	118	94	84	109	94	107	107	132
O=c1cc(SCc2ccc(Cl)cc2Cl)nc[nH]1	93	122	101	117	102	72	97	97	91
[O-]/[N+](=C\c1ccccc1)c1ccc(Cl)cc1	76&77	126&104	59&41	83&95	75&85	66&60	84&88	67&46	91&96
CC(/C=C/c1ccc(Br)cc1)=N\OCC(=O)NC(C)C	102	99	92	78	104	74	95	91	87
CCOCC(C)(COC(C)=O)CC(C)(COC(C)=O)CC(C)COC(C)=O (stereo not given)	97	107	87	107	122	95	109	98	106
CCOC(=O)C(CC)(CCc1ccc([N+](=O)[O-])cc1)C(=O)OCC	97	87	82	48	99	62	85	97	93
COc1ccc(C2NC(=O)C(Cl)c3c2sc2c(F)cccc32)c(OC)c1 (stereo not given)	97	108	77	69	111	71	111	103	138
c1ccc2c(c1)NC1CCCCC21 (stereo not given)	105	100	109	105	103	92	110	103	107
C#Cc1cccc(Oc2ccc(NC(=O)C=C)cc2)c1	58[8.25 µM]	90[8.25 µM]	64[8.25 µM]	95[8.25 µM]	99[8.25 µM]	40[8.25 µM]	93[8.25 µM]	93[8.25 µM]	87[8.25 µM]
COC(=O)c1nc(N)nc(C(=O)OC)c1C(=O)Cc1ccccc1	73	86	77	111	76	36	68	49	92
N/C(=N\N=C\c1ccc2c(c1)OCO2)N/N=C\c1ccc2c(c1)OCO2	89&107	110	103&99	86&121	84&110	77&99	89&103	98&111	153&140
Cc1nc(/N=C(N)/N=C(\N)c2cccc(Br)c2)sc1C	47	57	49	44	58	53	75	50	83
CC(=O)OC1Oc2ccccc2-c2oc(=O)c(-c3ccc([N+](=O)[O-])cc3)cc21 (stereo not given)	122	55	95	107	98	67	93	96	132
Cc1ccc(NC2C(=O)NC(=S)NC2=O)c(C)c1	94	113	110	104	108	77	98	101	109
CCOC(=O)c1sc(-c2ccc(OS(=O)(=O)c3ccc(C(C)(C)C)cc3)c(C=O)c2)nc1C	32	·	20	57	44	30	47	27	56
CCOc1nc2c(c(=O)n(C)c(=O)n2C)n1C	117	104	98	98	108	101	100	105	101
CCOC(=O)C1(C(=O)OCC)NC(=O)CC1CC(C)C (stereo not given)	94	104	80	·	112	97	111	97	111
Cc1ccc(N2C(=O)C=CC2=O)cc1	94	100	86	·	119	90	99	68	99
CCCc1nc2sc3c(c2c(=O)n1NC(=O)c1ccc(OC)cc1)CCCC3	98	110	81	·	104	84	91	93	95
O=c1[nH]c(OCc2ccc(F)cc2)nc2sc3cc(O)ccc3c12	82	76	77	58	83	44	90	88	92
CN(C)CCCNC(=O)c1cncnc1Nc1ccc2c(ccn2Cc2ccccn2)c1	98	96	96	25	99	75	99	106	103
O=C1OCC2=C1C(c1ccc(Cl)c(Cl)c1)c1cc3c(cc1N2CCO)CCC3 (stereo not given)	31	21	36	-0.9*	7.8*	26	27	33	51
O=C1Nc2ccc(Br)cc2/C1=N/c1n[nH]c(=S)s1	97	109	75	92	106	86	98	96	104
Clc1cc(Br)ccc1-c1ccc(CNCC2CCNCC2)o1	86	65	69	82	62	-59*	42	4.0*	32
Cc1nc(C)c(C)nc1C	101	120	·	102	108	93	97	114	96
CCCCCCCC[C@@H](O)CC(=O)N[C@@H](CC(N)=O)C(=O)N[C@@H](CCC(N)=O)C(=O)N[C@@H](CC(=O)c1cc(C)cc(O)c1C(=O)c1c(O)cccc1O)CC(C)C	25	-49*	41	-3.2*	54	63	12	32	-6.1*
Clc1ccc(Nc2ccc3nnc(-c4ccncc4)n3n2)cc1Cl	92	92	88	70	103	76	78	95	89
Cn1c(N)c([C@@H]2c3c(n(C)c(=O)n(C)c3=O)Oc3ccc4ccccc4c32)c(=O)n(C)c1=O	97	100	97	121	105	65	99	100	103
O=S(=O)(Nc1ccc(Cl)nn1)c1ccc(NC(=S)Nc2ccc(Cl)c(Cl)c2)cc1	106	122	88	90	108	88	108	105	116
COc1cc(C)cc(-c2nn(CC(N)=O)cc2-c2ccnc(Oc3cccnc3)n2)c1	96	95	99	73	104	93	95	104	102
Brc1cn2ccnc2c(-c2ccc3c(c2)ncn3C2CCCCC2)n1	101	111	·	96	110	60	99	102	112
CCN1C(=O)N(CC)C2C1NN=c1s/c(=C3\C(=O)N(C4CCCC4)c4ccccc43)c(=O)n12 (stereo not given)	32	·	32	-26*	7.7*	37	14	32	24
CCCNC(=O)c1ccc(NS(=O)(=O)c2ccc3c(c2)OCCCO3)cc1	91	106	89	98	111	82	103	101	98
Cc1ccc(S(=O)(=O)OCCO[C@H]2Cc3cc4ccc(=O)oc4cc3OC2(C)C)cc1	90	·	84	90	97	71	100	98	102
N/C(=N\S(=O)(=O)c1ccccc1)Nc1nc2ccccc2s1	86	99	89	118	111	74	95	95	108
CSc1ncnc2ncn(C)c12	98	106	97	106	114	85	102	104	100
CN1CCN(CC2C(=O)C3CCC2C3)CC1 (stereo not given)	101	107	95	93	105	84	101	100	114
O=S(=O)(NCCNc1cc(-c2c(-c3cccc(O)c3)nc3sccn23)ccn1)c1c(Cl)cccc1Cl	48	61	35	69	67	32	57	32	90
O=C(O)CCCCC(=O)O	103	100	105	103	108	102	102	118	124
CN(C)S(=O)(=O)c1cccc(-c2nc3sc4c(c3c(=O)[nH]2)CCCC4)c1	28	11	66	-30*	55	30	-37*	97	-20*
O=C(NCc1ccco1)Nc1cccc(-c2ccccc2)c1	90	128	110	107	121	91	103	105	104
CS(=O)(=O)c1ccc(-n2cc(/C=N/O)c(-c3ccc([N+](=O)[O-])cc3)n2)cc1	101	107	115	93	103	104	102	99	123
CCOc1ccc(NC(N)=O)cc1	108	116	130	97	116	·	·	107	108
O=C(NNC(=S)NC(=O)c1ccccc1)c1ccc(OCc2nc3ccc(Cl)cc3[nH]2)cc1	-80*	-57*	-1.7*	-55*	26	-76*	0.8*	-43*	11
CCC(C)[C@@H]1NC(=O)[C@@H]2CCCN2C(=O)[C@H](Cc2ccccc2)NC(=O)[C@H](CC(N)=O)NC(=O)[C@H](C(C)CC)NC(=O)[C@@H]2CCCN2C(=O)[C@H](Cc2ccccc2)NC1=O (stereo not given in full)	100	106	128	116	129	89	106	101	135
CC[N+](C)(CCO)C(Cc1ccccc1)c1ccccc1 (stereo not given)	96	106	99	76	113	85	105	97	90
CC(=O)c1cccc([N+](=O)[O-])c1	110	114	·	113	122	84	97	102	90
Cc1ccc(S(=O)(=O)OC(C)CCC(C)OS(=O)(=O)c2ccc(C)cc2)cc1 (stereo not given)	96	114	97	92	108	93	101	107	92
COC(=O)C1=COC(OC2OC(CO)C(O)C(O)C2O)C2C(C)CC(=O)C12 (stereo not given)	109	109	103	89	122	82	105	104	106
COC(=O)c1nn(C(=O)c2ccc(F)cc2)c2ccccc12	104	93	96	90	108	77	93	104	120
CCOC(=O)C1=CC(=O)CC(C)(C)O1	102&110	114&118	104&100	105&108	110&123	101&92	116&110	106&102	107&96

Look-ups from the entries so far.
Reading of O=c1[nH]c(OCc2ccc(F)cc2)nc2sc3cc(O)ccc3c12 in DU-145: 83
Reading of CC[N+](C)(CCO)C(Cc1ccccc1)c1ccccc1 (stereo not given) in TK-10: 90
Reading of CCCNC(=O)c1ccc(NS(=O)(=O)c2ccc3c(c2)OCCCO3)cc1 in DU-145: 111
Reading of O=S(=O)(NCCNc1cc(-c2c(-c3cccc(O)c3)nc3sccn23)ccn1)c1c(Cl)cccc1Cl in RXF 393: 61
Reading of N/C(=N\N=C\c1ccc2c(c1)OCO2)N/N=C\c1ccc2c(c1)OCO2 in UO-31: 77&99

Carrying on.
SMILES	SN12C	RXF 393	CAKI-1	A498	DU-145	UO-31	786-0	ACHN	TK-10
O=[N+]([O-])c1ccc(-c2csc(NN=C(c3ccccc3)c3ccccc3)n2)cc1	90	92	83	91	102	76	102	89	92
O=C(Nc1ccccc1)c1nc[nH]c1C(=O)Nc1ccccc1	93	97	85	86	104	78	66	45	113
Cc1ccc2c(c1)C(=O)CC(c1ccccc1)S2 (stereo not given)	87	98	98	·	103	63	103	97	96
CC(C)OC(=O)c1ccc2[nH]c(O)c(C(=Nc3ccc(N(C)C(=O)CN4CCN(C)CC4)cc3)c3ccccc3)c2c1	9.0*	-97*	-93*	-48*	-23*	-96*	-92*	2.2*	-91*
OCC1(CO)CCC=CO1	105	116	91	114	111	94	97	107	105
C[C@@]1(F)[C@H](O)[C@@H](CO)O[C@@H]1n1ncc(=O)[nH]c1=O	113	110	·	118	113	96	97	116	101
COc1ccc(-c2ccc(NNC(=O)Nc3ccc(Cl)cc3)nn2)cc1OC	95	93	73	74	105	77	98	93	101
Nc1ncnc2c1N=C(c1ccc(Cl)cc1)CC(c1cccc(Nc3ccnc4cc(Cl)ccc34)c1)N2 (stereo not given)	67	34	66	51	83	47	67	84	117
Nn1c(=O)[nH]n2c(=O)c3cnn(-c4ccccc4)c3nc12	110	116	95	131	101	78	112	108	105
CCOC(=O)c1c2ncccc2n2c(=O)n(-c3ccccc3C)nnc12	105	107	92	127	142	73	98	92	146
CNCCCNc1nc2ccccc2c2c(=O)c3cc(Cl)ccc3sc12	25	61	44	76	-8.9*	7.8*	53	13	69
O=[N+]([O-])c1[nH]cnc1/C=C\c1ccccc1	92	101	98	85	106	100	89	96	95
CC(=O)N1N=C(c2ccc(F)cc2)CC1c1ccc2c(c1)OCO2 (stereo not given)	101	112	108	105	118	77	103	94	·
COc1nc(Cl)nc2c1ncn2CC#CCCl	89	95	83	64	92	73	86	91	89
O=C1Nc2ccc(F)cc2/C1=C\c1c(-c2ccccc2)nc2ccccn12	80	51	34	43	86	47	75	53	81
CCCCCCCCCCCC[n+]1ccc(CCCCCCCCC)cc1	-71*	-79*	23	-25*	-84*	-19*	-85*	-81*	-31*
O=C(O)c1ccccc1-c1c2ccc(=O)c(Cl)c-2oc2c(Cl)c(O)ccc12	·	116	113	129	109	96	101	112	137
NS(=O)(=O)c1cn(-c2ncnc3nc[nH]c23)ccc1=O	92	130	·	89	103	78	97	99	94
Cc1ccc(Nc2cc(=S)nc(N)[nH]2)cc1	128	116	97	105	100	79	104	111	107
O=C1c2ccc3c4c(ccc(c24)C(=O)N1CCCNCc1ccccc1F)C(=O)N(CCCNCc1ccccc1F)C3=O	-76*	-88*	-23*	·	-92*	-58*	-40*	-47*	-86*

Record cards, as listed above:
Profile of `CC(C)OC(=O)c1ccc2[nH]c(O)c(C(=Nc3ccc(N(C)C(=O)CN4CCN(C)CC4)cc3)c3ccccc3)c2c1` → SN12C: 9.0*; RXF 393: -97*; CAKI-1: -93*; A498: -48*; DU-145: -23*; UO-31: -96*; 786-0: -92*; ACHN: 2.2*; TK-10: -91*
Profile of `Cc1ccc2c(c1)C(=O)CC(c1ccccc1)S2` (stereo not given) → SN12C: 87; RXF 393: 98; CAKI-1: 98; A498: ·; DU-145: 103; UO-31: 63; 786-0: 103; ACHN: 97; TK-10: 96
Profile of `O=C(Nc1ccccc1)c1nc[nH]c1C(=O)Nc1ccccc1` → SN12C: 93; RXF 393: 97; CAKI-1: 85; A498: 86; DU-145: 104; UO-31: 78; 786-0: 66; ACHN: 45; TK-10: 113

New compounds follow.
SMILES	SN12C	RXF 393	CAKI-1	A498	DU-145	UO-31	786-0	ACHN	TK-10
CCCCCCCC/C=C\CCCCCCCCOc1cccc(CCOP(=O)(O)OCC[N+](C)(C)C)c1	90	·	35	77	99	81	96	90	15
O=S(=O)(CCCl)c1ccc(Cl)cc1	84	·	42	32	68	55	65	70	63
O=C(O)c1ccc(NC(=S)Nc2ccc(S(=O)(=O)Nc3ccccn3)cc2)cc1	93	117	·	·	112	63	105	103	121
O=C(Nc1ccccc1Cl)Oc1ccc(Cl)cc1Cl	95	89	·	84	116	101	93	98	120
C/C(=C\[C@H]1C[C@](C)(O)[C@H]2[C@@H](C[C@@]3(C)[C@@H]4CC=C5[C@@H](CC[C@H](O)C5(C)C)[C@]4(C)C(=O)C[C@]23C)O1)CO	97	106	90	118	106	84	105	106	116
CN1C(=O)[C@H]2c3c1cccc3[C@@]13NC(=O)O[C@H]1[C@H](CCC3(C)C)C2(C)C	93	101	94	107	106	85	97	94	87
CC(=O)O[C@H]1C[C@H](n2cc(F)c(N)nc2=O)O[C@]1(C)CO	57	79	57	59	90	33	64	34	91
CN(C)c1oc(-c2ccccc2)nc1C#N	96	89	78	90	100	92	97	95	110
CC(=O)c1ccc([N+](=O)[O-])cc1	99	107	96	82	110	87	100	104	96
COC(=O)CC[C@@H]1O[C@@H](c2cccc(C(F)(F)F)c2)[C@@H](O)[C@H]1O	106	95	94	106	103	93	103	103	99
COC(=O)c1nc(=S)[nH]c(C(=O)OC)c1C(=O)c1ccccc1	99	99	87	114	116	85	120	101	113
NC(=O)c1ccc(C2C3=C(CCCC3=O)OC3=C2C(=O)c2ccccc2C3=O)cc1 (stereo not given)	-3.4*	60	·	131	12	91	95	28	98
